Source: PubChem BioAssay (several laboratories)
MEKK2 mut-MEK5: signal of MEK5 binding to mutant human MEKK2 PB1 domain; bead flow cytometry, Alexa488-MEK5 binding to MEKK2 mutant; percent response, % at 10 µM; 0.35% of 290,000 active; AID 1530; in the data active = percent response above about 24%, passing the limit was not always enough; also: inactives centre near 1; some results filed as inactive read as strong as hits
IMP-1 inh: blocks Pseudomonas aeruginosa IMP-1 metallo-beta-lactamase | purified IMP-1, nitrocefin hydrolysis, epi-absorbance fluorescence | inhibition, % at 5.6 µM | 0.45% of 290,000 active | AID 1556;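 active = inhibition above the mean plus 3 SD of all compounds in the same screening run, cut at about 4.5% in these data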;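 also: 0% = IMP-1 with DMSO and 100% = DMSO wells lacking enzyme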
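System – purified recombinant IMP-1 beta-lactamase · Input – IMP-1 dispensed at 0.2 nM · Timing – 15 min preincubation plus 25 min reaction at 25 °C · Signal – Epi-absorbance fluorescence, 480 nm excitation, 530 nm emission · Measure – percent IMP-1 inhibition derived from blank-referenced optical density · Controls – Enzyme-plus-DMSO low control, enzyme-free DMSO high control · Replication – singlicate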
NALP1 yeast inh: NALP1 inhibition. S. cerevisiae NALP1/ASC/caspase-1 growth, X-gal OD620, 72 h. inhibition, % at 10 µM. 0.61% of 280,000 active. AID 2071; in the data active = inhibition mostly above about 24%, no sharp cut-off; inactive = mostly below about 32%; also: some compounds called inactive have numbers as strong as hits
HCV NS3 hel inh: HCV NS3 helicase inhibition | NS3 helicase DNA unwinding, Cy5 molecular beacon fluorescence | inhibition, % at 10.9 µM | 0.56% of 290,000 active;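 active = inhibition above the mean of all tested compounds plus 3 SD, set per campaign, cut at about 35% in these data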;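 also: 0% = DMSO wells and 100% = thioflavine S control wells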
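Compound dosing – single dose, 10.9 µM nominal final, DMSO 0.8% final · System – NS3 helicase fragment of HCV · Buffer or medium – MOPS pH 6.5, MgCl2, DTT, Tween20, BSA · Signal – Cy5 beacon fluorescence read at start and 1 h · Also added – annealed dual-labelled DNA beacon duplex, ATP-started · Schedule – 1 h at 25 °C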
FID counter: fluorescent intercalator displacement, NS3 helicase counter-screen. AID 1845. 0.17% of 290,000 active. inhibition, % at 7.9 µM. DNA fluorescent intercalator displacement, fluorescence; in the data active = inhibition above about 37%;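 also: 0% = vehicle and 100% = reference compound; higher means more ethidium bromide displaced from hairpin DNA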
SUMO HTRF inh: inhibitors of human SUMOylation (UBC9). HTRF SUMOylation assay, SAE1/SAE2 + UBC9, in vitro. P63279. 0.36% of 290,000 active. inhibition, % at 35 µM; in the data active = inhibition above about 50%, passing the limit was not always enough; also: strong numbers were not always called active
Target sequence (P63279 whole entry, looked up): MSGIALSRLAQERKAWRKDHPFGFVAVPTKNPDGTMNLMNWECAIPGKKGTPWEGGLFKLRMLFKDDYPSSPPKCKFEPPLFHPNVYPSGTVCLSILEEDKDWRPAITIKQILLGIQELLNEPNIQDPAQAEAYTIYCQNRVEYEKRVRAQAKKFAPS
VIM-2 inh: blocks Pseudomonas aeruginosa VIM-2 metallo-beta-lactamase; inhibition, % at 5.6 µM; 0.89% of 290,000 active; purified VIM-2, nitrocefin hydrolysis, epi-absorbance fluorescence;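 active = inhibition above the mean of all tested compounds plus 3 SD, cutoff set per screening run, cut at about 7.5% in these data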;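 also: red hydrolysis product quenches plate fluorescence so inhibitors raise well fluorescence; 0% = enzyme with DMSO and 100% = DMSO without enzyme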
M18AAP inhibitor: blocks P. falciparum M18 aspartyl aminopeptidase. recombinant PfM18AAP, H-Glu-NHMec fluorogenic cleavage. inhibition, % at 7.35 µM. 1.2% of 290,000 active. AID 1822;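 active = inhibition above the campaign mean inhibition over all tested compounds plus 3 SD, cut at about 28% in these data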;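 also: 0% = plate median of test compound wells and 100% = 2 mM ZnCl2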
MEKK2wt PB1 HTS: raises or lowers MEK5 binding to wildtype human MEKK2 PB1 domain; AID 1531; bead flow cytometry, Alexa488-MEK5 binding to MEKK2 WT; actives lie on both sides; binding response (% of control), % at 10 µM; 1.1% of 290,000 active; Q9Y2U5; in the data active = binding response below about 67% or above about 130%
The depositor's hits bear a star; . = not tested or not shown.

SMILES	MEKK2 mut-MEK5	IMP-1 inh	NALP1 yeast inh	HCV NS3 hel inh	FID counter	SUMO HTRF inh	VIM-2 inh	M18AAP inhibitor	MEKK2wt PB1 HTS
Cc1cccc(NC(=S)N=Nc2c(O)[nH]c3ccccc23)c1	0.0	-4.2	19.7	10.7	-3.7	-47.9	-4.6	6.7	93.0
Cc1ccc(-c2nnn(CC(=O)N(CC(=O)NC3CCCCC3)c3ccccc3F)n2)o1	-9.0	0.1	28.5	22.1	-30.6	4.3	0.6	-4.5	95.0
COCCC(=O)N1CCc2ccc(NC(=O)c3ccc(C(F)(F)F)cc3)cc2C1	4.0	-0.7	8.1	-5.0	-23.6	-5.7	1.5	-10.1	105.0
CC(C)C(C(=O)N1CCOCC1)N1C(=O)c2ccccc2C1=O (stereo not drawn)	0.0	1.5	-3.1	0.9	-3.7	-0.3	1.0	-0.1	96.0
O=C(CN1CCOCC1)Nc1cc([N+](=O)[O-])ccc1Cl	0.0	-2.2	-0.4	-0.4	0.3	0.8	-4.8	-3.5	101.0
Cc1ccc2c(CN3CCN(Cc4ccc5c(c4)OCO5)CC3)cc(=O)oc2c1C	4.0	-3.8	24.0	-4.4	-0.3	-1.3	0.8	5.5	100.0
CCc1nnc(NC(=O)CSc2nc(-c3ccccc3)c(-c3ccccc3)o2)s1	-1.0	-0.6	25.0	1.1	-1.5	14.2	-1.3	-4.4	98.0
O=S(=O)(NC(=NCc1ccccc1)c1ccc(F)cc1)c1ccc(Cl)cc1	0.0	-4.1	17.2	-4.5	-18.7	3.5	-3.2	4.5	99.0
O=C(Nc1cccc2c1CCCC2)c1ccc(Cl)c([N+](=O)[O-])c1	1.0	-3.7	.	-5.0	0.3	2.1	-3.6	-4.3	100.0
COc1ccc(-c2nn3c(-c4ccncc4)nnc3s2)cc1OC	.	-2.8	.	-1.0	-3.1	.	10.3*	5.2	.
O=c1[nH]c2cc(S(=O)(=O)CCO)ccc2o1	1.0	-2.5	3.8	8.4	-0.3	9.6	-1.5	-0.6	99.0
CCOC(=O)CSc1nnc(CNC(=O)c2cccs2)n1-c1ccccc1	.	-1.1	14.1	2.6	-9.8	5.8	-2.1	1.4	.
O=C(Nc1nccs1)C1CC2CCC1C2 (stereo not drawn)	-14.0	-2.2	8.9	-3.6	-3.3	20.0	-3.3	2.4	97.0
Cc1cc(C)c2oc(=O)cc(CN3CCN(Cc4ccc5c(c4)OCO5)CC3)c2c1	13.0	-2.8	10.9	-0.8	2.2	3.2	-2.6	-5.0	116.0
COc1ccccc1C(C#N)N1N=C(C)CC1(C)C (stereo not drawn)	6.0	-2.9	7.2	10.4	-1.0	16.8	-2.8	0.5	106.0
CCCn1c(SCC(=O)c2cc(OC)ccc2OC)nnc1-c1ccco1	8.0	-3.9	21.3	0.5	-34.0	-1.4	1.7	-2.9	113.0
Cn1nnnc1SCC(=O)N1c2ccccc2CCc2ccccc21	-13.0	-2.0	3.3	-2.9	-11.2	9.7	-0.3	-8.7	76.0
COc1cccc(C(=O)NCCSc2ccc(F)cc2)c1	-4.0	-2.3	-0.9	-5.5	-2.0	6.9	-0.4	-9.1	93.0
COC(=O)c1cc(CSc2nc3ccccc3c(=O)n2C)oc1C	-6.0	0.2	24.2*	2.7	-20.6	9.1	5.1	6.6	98.0
CCC(C)c1c(O)nc(SCC(=O)N2CCCCC2)[nH]c1=O (stereo not drawn)	2.0	-2.3	-0.2	13.6	1.8	20.0	-1.9	3.1	101.0

Printed as active in VIM-2 inh, among the entries above:
| Compound | MEKK2 mut-MEK5 | IMP-1 inh | NALP1 yeast inh | HCV NS3 hel inh | SUMO HTRF inh | VIM-2 inh | M18AAP inhibitor | MEKK2wt PB1 HTS |
| --- | --- | --- | --- | --- | --- | --- | --- | --- |
| COc1ccc(-c2nn3c(-c4ccncc4)nnc3s2)cc1OC | . | -2.8 | . | -1.0 | . | 10.3* | 5.2 | . |

Among those listed so far, two contain two or more sulfur atoms.
SMILES	MEKK2 mut-MEK5	IMP-1 inh	NALP1 yeast inh	HCV NS3 hel inh	FID counter	SUMO HTRF inh	VIM-2 inh	M18AAP inhibitor	MEKK2wt PB1 HTS
CCc1nnc(NC(=O)CSc2nc(-c3ccccc3)c(-c3ccccc3)o2)s1	-1.0	-0.6	25.0	1.1	-1.5	14.2	-1.3	-4.4	98.0
CCOC(=O)CSc1nnc(CNC(=O)c2cccs2)n1-c1ccccc1	.	-1.1	14.1	2.6	-9.8	5.8	-2.1	1.4	.

(further entries)
SMILES	MEKK2 mut-MEK5	IMP-1 inh	NALP1 yeast inh	HCV NS3 hel inh	FID counter	SUMO HTRF inh	VIM-2 inh	M18AAP inhibitor	MEKK2wt PB1 HTS
CC(=O)N1CCC(N2CCN(c3ccccc3F)CC2)CC1	4.0	-2.4	-1.8	-9.6	6.1	-29.1	-0.3	0.2	108.0
CN1CCN(S(=O)(=O)c2ccc(NC(=S)NC(=O)C3CC3)cc2)CC1	-1.0	-2.4	16.7	-0.2	3.2	16.7	1.9	3.1	106.0
Oc1[nH]c2ccccc2c1N=Nc1cccc(Cl)c1	2.0	1.2	12.2	16.1	7.6	10.1	1.0	17.1	103.0
CCOC(=O)N1CCC(NC(=O)C2CCCN(C(=O)c3cc4sccc4n3C)C2)CC1 (stereo not drawn)	13.0	0.1	39.1	-3.8	-38.2	-6.8	-1.9	-3.8	105.0
Cc1sc(NC(=O)c2ccc(F)cc2)c(CN2CCCCCC2)c1C	-4.0	-0.9	29.4	-7.9	-8.4	5.7	-0.6	-8.1	93.0
CCc1nnc(NC(=O)c2cccnc2SC)s1	-7.0	-0.4	-20.9	0.0	-1.1	-6.9	-2.7	-2.6	97.0
CC(C)CN1C(=O)/C(=C/c2cccs2)NC1=S	-5.0	-2.0	-34.2	-4.5	-4.0	5.2	-3.2	7.3	94.0
CN1/C(=C\C(=O)Nc2cccnc2)c2ccccc2CC1(C)C	.	0.2	1.6	-16.4	3.3	9.5	-1.5	-2.3	.
OC1CCN(Cc2cccc(Oc3ccccc3)c2)CC1	1.0	-0.8	21.9	1.4	3.6	4.3	-3.4	2.5	99.0
CNC(=O)[C@@H]1C[C@H]1[C@@H](NC(=O)OCc1ccccc1)c1ccccc1	-5.0	-3.7	22.8	-3.3	-9.4	-18.5	-3.1	0.8	94.0
O=C1c2ccccc2C(=O)N1CCSC(=S)N1CCOCC1	3.0	-1.8	-6.8	6.2	-1.3	32.3	-2.4	-2.2	105.0
CCOC(=O)C(Sc1cc(C)nc(N)n1)C(C)=O (stereo not drawn)	4.0	-7.6	5.7	1.0	0.1	13.2	-4.0	-4.6	110.0
CCN1C2=C(C(=O)CCC2)C(c2ccc(O)cc2)C2=C1CCCC2=O	2.0	-2.7	.	5.8	-2.1	10.4	-2.0	-1.2	107.0
O=C1C2C3CCC(C3)C2C(=O)N1c1ccc2ccccc2c1 (stereo not drawn)	9.0	-2.4	-15.8	3.8	-5.6	7.3	1.5	-0.7	112.0
CCCC(C(=O)NC(C)(C)C)N(CC1CCCO1)C(=O)c1snc(C(N)=O)c1N (stereo not drawn)	-4.0	-1.6	5.3	-13.2	-19.8	20.8	-0.7	-0.3	95.0
O=C(O)CCSc1nnc(COc2cccc3cccnc23)n1-c1ccccc1	-5.0	-0.5	2.4	-3.3	-43.0	15.9	1.2	-5.2	98.0
CSc1ccc(CNC(C)(C)CO)cc1	-1.0	-3.2	20.5	-1.0	0.5	9.2	-5.1	0.2	100.0
COC(=O)[C@@H]1CCCN1C(=O)CCc1nnc(C2CCCCC2)o1	-4.0	-0.9	-2.2	-4.4	-5.5	12.7	-0.4	1.1	97.0
c1ccc(C(c2ccccc2)N2CCN(Cc3nnnn3C3CCCCC3)CC2)cc1	0.0	-1.9	8.3	-2.0	-2.4	6.3	-3.1	-1.2	98.0
COc1cc2cc(C(c3nnnn3C3CCCC3)N(C)C3CCCCC3)c(=O)[nH]c2cc1OC (stereo not drawn)	3.0	-1.7	11.7	1.1	-1.2	12.6	-3.1	6.1	103.0
COc1ccc(NC(=O)c2ccc3nccnc3c2)cc1	2.0	-3.4	13.4	4.5	1.5	12.6	-6.0	3.6	105.0
COc1ccc(Cl)c(N2CCN(CCCNC(=O)Nc3ccc(C)cc3)CC2)c1	.	-4.5	21.2	-66.3	31.8	21.3	-3.8	1.1	.
CCCCCNc1c(C(=O)OCC)c(=O)[nH]c2ccccc12	7.0	-3.4	5.9	1.4	-24.2	18.0	-1.4	-0.4	110.0
CCN(CC)CCCNC(=O)C1CCN(C(=O)c2cc3sccc3n2Cc2ccc(F)cc2)CC1	.	-1.1	5.2	-51.2	20.4	2.5	-1.8	5.6	.
O=C(CSc1nnnn1-c1ccccc1)Nc1ncc(Cc2ccccc2Cl)s1	-4.0	-0.2	19.6	-12.4	-1.3	-2.9	-0.9	-4.0	92.0
CCC1(C)Cc2c(sc3nnn(CC(=O)Nc4ccc(Cl)cc4)c(=O)c23)CO1 (stereo not drawn)	5.0	-1.3	-3.1	-10.2	-1.0	-49.4	-2.2	3.7	101.0
CC1=C(C(=O)OCC2CCCCC2)C(c2ccc(F)cc2)NC(=O)N1 (stereo not drawn)	0.0	28.3*	11.9	0.4	-20.9	8.3	2.0	-2.0	93.0
C=CCC(C(=O)OC)(C(=O)OC)c1ccc([N+](=O)[O-])cc1[N+](=O)[O-]	2.0	-2.2	-19.8	-1.4	5.0	9.1	-2.5	1.7	102.0
N#Cc1cccc(NC(=O)CSc2ccccc2)c1	4.0	-3.2	15.7	0.3	3.5	13.2	-2.1	-1.1	102.0
COC(=O)c1ccc(NC(=O)Nc2cccc(F)c2)cc1	5.0	-1.9	-1.3	-29.4	7.4	6.9	-1.3	-2.8	108.0
Cc1nc2ccc(NC(=O)CCS(=O)(=O)c3ccc(Cl)cc3)cc2s1	2.0	-3.5	9.7	-2.8	-21.6	-2.3	-5.2	2.8	100.0
CC(C)(C)S(=O)(=O)c1cnc2c(-c3ccsc3)cnn2c1N	-3.0	-0.3	-9.0	4.3	-1.6	11.7	0.5	-4.2	86.0
S=C(NCCc1ccccc1)N/N=C/c1ccccc1Cl	-10.0	-4.3	11.0	0.3	-16.7	6.0	-4.9	-2.3	83.0
CCCCc1oc2c(c(=O)c1C)C(=O)CC(c1ccccc1)C2 (stereo not drawn)	2.0	-4.0	28.1	5.2	-25.5	10.8	-5.9	-2.0	100.0
Cc1ccc(S(=O)(=O)Cc2ccc(C(=O)NCc3cccs3)o2)cc1	-1.0	-1.7	8.8	-0.1	-9.0	31.2	-3.8	-3.0	99.0
CCc1ccc(CN(C)Cc2nc(COc3ccccc3)no2)nc1	.	-1.0	3.7	0.8	-20.9	0.7	-3.0	3.1	.
Nc1ccccc1C(=O)NNC1=C(C(=O)C(F)(F)F)CCC1	4.0	-1.8	-18.0	0.1	-3.0	2.1	-3.7	-3.5	106.0
Cn1c(O)c(N=NC(=O)c2cc(-c3cccs3)nc3ccccc23)c2ccccc21	1.0	-0.9	40.0	3.9	0.4	3.2	-0.2	-3.7	100.0
COc1ccc(C2NC(=O)NC(C)=C2C(=O)OC2CCCC(C)C2)cc1 (stereo not drawn)	2.0	-1.1	-21.7	-6.6	-27.0	-0.5	-1.2	-0.2	104.0

This is a random part of the collection; about 4.7% have a hit in one of these screens.
